# Screening results from PubChem BioAssay.
# IDH1 R132H inh = inhibitors of human mutant IDH1 R132H; O75874; AID 602179; IDH1-R132H enzyme, NADPH consumption, diaphorase/resazurin fluorescence; Potency, µM (highest dose often 76.6 µM), without a hit: at the top dose activity change, negative = inhibition, hits mostly inhibitors; hit rate 0.093% among 390,000; further: potency means the concentration at half of the fitted maximal effect; on the % scale 0 is the no-effect control and ±100 the full control effect; nearly all actives have a fitted effect of over 65% in size
# Target sequence (O75874 whole entry R132H, stated change not applied): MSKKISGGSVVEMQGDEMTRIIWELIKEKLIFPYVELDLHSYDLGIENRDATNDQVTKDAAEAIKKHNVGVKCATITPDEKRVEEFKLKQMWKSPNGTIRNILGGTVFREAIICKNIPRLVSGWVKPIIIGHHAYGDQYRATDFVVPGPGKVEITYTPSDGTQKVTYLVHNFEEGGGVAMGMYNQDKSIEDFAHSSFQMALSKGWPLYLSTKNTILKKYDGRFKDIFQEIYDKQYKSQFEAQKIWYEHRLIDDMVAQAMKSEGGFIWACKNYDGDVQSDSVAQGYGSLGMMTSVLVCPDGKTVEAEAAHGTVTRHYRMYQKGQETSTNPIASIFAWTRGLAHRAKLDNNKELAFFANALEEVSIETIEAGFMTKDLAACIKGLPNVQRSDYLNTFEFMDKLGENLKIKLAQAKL
#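 IDH1-R132H (0.5 ug/mL) preincubated 30 min with compound, then NADPH (0.016 mM) and alpha-KG (2 mM) added; 80 min at RT, pH 7.5. Remaining NADPH coupled via diaphorase/resazurin to fluorescence (540/590 nm); concentration-response curves normalized to no-enzyme control.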
# GRP78 ERSR act = inducers of ER stress response in human glioma cells | U87-MG GRP78 promoter luciferase reporter, 16 h | Potency, µM, without a hit: at the highest dose activation, hits mostly activators | hit rate 0.02% among 420,000; further: potency means the concentration at half of the fitted maximal effect; series mostly up to about 76 µM; % of control where 0% means no effect; nearly all actives have a fitted effect of over 35% in size
#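 Stably transfected U87-MG human glioma cells carrying a GRP78-based luminescent sensor were seeded at 1000 cells/well, pin-dosed with compounds and incubated 16 h. Luciferase reagent was then added, and end-point luminescence was read after 10 min at room temperature.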
# Vif-A3F inh = Vif-A3F binding inhibition. HeLa A3F-eYFP + Vif (tagged APOBEC3F with the HIV-1 protein that degrades it), YFP fluorescence increase. Potency, µM (titrated, usually from 46.1 µM), for the others: top-dose activity, negative = active. hit rate 0.2% among 390,000. AID 602313; further: potency means the concentration at half of the fitted maximal effect; % of control where 0% means no effect; nearly all actives have a fitted effect of over 65% in size
#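 HeLa cells stably expressing Vif plus C-terminally eYFP-tagged A3F were seeded, incubated overnight at 37 deg C, dosed with compound, incubated overnight again at 37 deg C. Yellow fluorescence (Ex 488/Em 500-530) reported blocked Vif-mediated A3F-eYFP degradation.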
# rTrxR1 inhibitor = inhibitors of rat thioredoxin reductase 1 | O89049 | recombinant rTrxR1, NADPH fluorescence consumption, selenite substrate | Potency, µM (highest dose often 114 µM), inactives show at the top dose activity change, negative = inhibition, most hits filed as inhibitors | hit rate 1% among 390,000 | AID 588453; further: potency means the concentration at half of the fitted maximal effect; on the % scale 0 is the no-effect control and ±100 the full control effect; nearly all actives have a fitted effect of over 65% in size
#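 Rat TrxR1 (90 nM in the dispensed reagent) was pre-reduced with 400 uM NADPH for 5 min at room temperature, then incubated with compound for 15 min. After 400 uM selenite was added, NADPH fluorescence (Ex 340/Em 450 nm) was followed for 8 min.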
# TrxR1 substrate = is turned over as a substrate by rat TrxR1; purified TrxR1 substrate turnover, NADPH consumption readout; Potency, µM (series often up to 114 µM), for inactives: at the top dose activity change, negative = substrate turnover; hit rate 0.01% among 390,000; further: potency means the concentration at half of the fitted maximal effect; on the % scale 0 is the no-effect control and ±100 the full control effect; nearly all actives have a fitted effect of over 50% in size
#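 Rat TrxR1, dispensed at 90 nM, was prereduced with 400 uM NADPH (final) for 5 min at ~22 deg C, then incubated with compound 15 min before 400 uM selenite. A first-read NADPH fluorescence drop versus no-compound background flagged substrates.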
# USP1-UAF1 inh = USP1/UAF1 (human) deubiquitinase inhibition. AID 743255. hit rate 0.23% among 390,000. Potency, µM (doses to about 57.1 µM), without a hit: top-dose activity change, negative = inhibition, most hits filed as inhibitors. recombinant USP1/UAF1, Ub-Rhodamine cleavage fluorescence; further: potency means the concentration at half of the fitted maximal effect; on the % scale 0 is the no-effect control and ±100 the full control effect; nearly all actives have a fitted effect of over 60% in size; inactives centre near -12
#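 USP1/UAF1 complex (1 nM) preincubated 15 min at room temperature with compound, then Ub-Rho substrate (150 nM final) added. Kinetic fluorescence at 480/540 nm over 6 reads at 60 s intervals; 50 mM HEPES pH 7.8, 0.5 mM EDTA, 0.1 mg/ml BSA, 1 mM TCEP, 0.01% Tween-20.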
# LDHA block = LDHA (human) enzyme inhibition; purified LDHA, NADH/diaphorase-resazurin fluorescence; stronger effect = lower value; activity change, % (values are at about 110 or 230 µM); hit rate 0.15% among 480,000; P00338; in the data active means activity change below about -30%; inconclusive means mostly about -25% to -30%;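 further: plate controls were DMSO wells for no effect and wells without enzyme for full effect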
#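 Enzyme activity of human lactate dehydrogenase 5 (2 nM; 0.06 mM NADH, 0.2 mM pyruvate, 5 min, RT) is measured via a resazurin/diaphorase fluorescence readout of residual NADH.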
# Vif-A3G inh = Vif-A3G binding inhibition; Q9HC16; HeLa A3G-eYFP + Vif (tagged APOBEC3G with the HIV-1 protein that degrades it), YFP fluorescence, overnight; Potency, µM (highest dose often 46.1 µM), for the others: top-dose activity, negative = active, hits mostly inhibitors; hit rate 0.076% among 410,000; AID 602310;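 further: potency means the concentration at half of the fitted maximal effect; on the % scale 0 is the no-effect control and ±100 the full control effect; nearly all actives have a fitted effect of over 60% in size; hits raise eYFP signal because A3G escapes Vif-driven loss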
# Target sequence (Q9HC16 whole entry, looked up): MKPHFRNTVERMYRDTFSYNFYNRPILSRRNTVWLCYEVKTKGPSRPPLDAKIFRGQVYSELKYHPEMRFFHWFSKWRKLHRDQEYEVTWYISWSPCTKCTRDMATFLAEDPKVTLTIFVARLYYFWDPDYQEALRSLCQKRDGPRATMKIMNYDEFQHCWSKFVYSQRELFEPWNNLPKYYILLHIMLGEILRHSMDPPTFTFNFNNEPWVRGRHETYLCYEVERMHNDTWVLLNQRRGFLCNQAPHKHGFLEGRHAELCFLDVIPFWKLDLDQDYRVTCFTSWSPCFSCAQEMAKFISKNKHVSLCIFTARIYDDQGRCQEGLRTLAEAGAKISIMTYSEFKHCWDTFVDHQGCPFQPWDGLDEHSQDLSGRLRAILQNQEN
#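 Read-out is eYFP fluorescence (Ex 488/Em 500-530) from Vif-expressing HeLa A3G-eYFP cells; more signal means A3G escaped Vif-mediated degradation. Cells plated overnight, compound pinned in, incubated overnight at 37 deg C.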
# RGS4 inh = human RGS4 inhibition; P49798; Transcreener GDP fluorescence polarization, RGS4-accelerated GTP hydrolysis; hit rate 0.039% among 390,000; Potency, µM (series often up to 114 µM), without a hit: at the top dose activity change, negative = inhibition, usual class: inhibitors; AID 504845; further: potency means the concentration at half of the fitted maximal effect; on the % scale 0 is the no-effect control and ±100 the full control effect; nearly all actives have a fitted effect of over 75% in size; some results filed as inactive show a strong effect at the top dose
# Target sequence (P49798 whole entry, looked up): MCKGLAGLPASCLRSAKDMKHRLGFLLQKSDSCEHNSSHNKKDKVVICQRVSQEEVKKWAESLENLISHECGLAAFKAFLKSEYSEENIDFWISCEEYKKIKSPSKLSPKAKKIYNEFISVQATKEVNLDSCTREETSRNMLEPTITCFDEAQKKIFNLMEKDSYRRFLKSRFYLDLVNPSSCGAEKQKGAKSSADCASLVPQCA
#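 MLSMR compounds (23 nl, pin-transferred) preincubated 10 min at room temperature with a 500nM (2x) first reagent, then RGS4 at 900nM (2x) plus Transcreener GDP mix added; fluorescence polarization (620/688 nm) read before and after 90 min at 30 °C.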
# An asterisk follows results filed as active; ? = inconclusive; · = no result given; [ ] = remark or other dose. Unless noted, the call rests on the fitted dose curve; in most records, active means well fitted curve in the direction sought with a large enough effect; inconclusive means small, poorly fitted or top-dose-only effect, or another doubt; inactive means no such curve, though single readings can be large; an effect the other way counts as inactive or inconclusive. A portion of the library (hit frequency here may not be typical).
Molecule | IDH1 R132H inh | GRP78 ERSR act | Vif-A3F inh | rTrxR1 inhibitor | TrxR1 substrate | USP1-UAF1 inh | LDHA block | Vif-A3G inh | RGS4 inh
Nc1c(/C=C2/C=CC(=O)C(O)=C2)c(=O)nc2sc(CC(=O)N3CCCCC3)nn12 | 7.5% | -4.4% | -2.3% | 13.1% | 1.6% | -17.5% | 2.7 | 2.4% | 10.8%
CCOC(=O)c1ccc(NC(=O)c2ccccc2C)cc1 | 6.6% | 2.9% | 1.2% | -7.3%[57.1 µM] | 0.6%[57.1 µM] | -9.8% | 3.6 | 0.1% | 6.0%
Cc1ccccc1N=C1NC(=O)C(CO)(CO)S1 | 0.0% | -1.1% | 0.1% | 2.5% | 0.4% | -18.4% | -14.5 | -5.6% | -23.4%
CCC(=O)N(C)CCc1cc2c(c(OC)c1/C=N/NC(=O)c1ccccc1O)OCO2 | 3.4% | -0.6% | 0.7% | 3.4% | -4.6% | -23.1% | 4.1 | 0.2% | -14.7%
COc1ccc(CN2CCCC(N3CCN(c4ccc(OC)cc4)CC3)C2)cc1 (stereo not given) | 3.6% | -1.9% | -2.3% | 15.0% | -0.4% | 5.7% | 1.3 | 2.7% | 34.8%
N#Cc1ccccc1NC(=O)COC(=O)/C=C/c1cn(-c2ccccc2)nc1-c1ccc(Cl)cc1 | -0.9% | 14.0% | -5.3% | 28.5%[57.1 µM] | 7.6%[57.1 µM] | -1.4% | -2.7 | -0.3% | 1.6%
Cc1ccc(S(=O)(=O)N2CCN(C)CC2c2ccccc2)cc1 (stereo not given) | 11.3% | -7.0% | -23.3% | 6.7% | 0.4% | -4.7% | -1.7 | -3.8% | 7.6%
CCSc1nnc(NC(=O)c2c(C)noc2C)s1 | -5.4% | 4.3% | 2.4% | ? | -6.0% | -11.3% | -3.4 | 3.4% | 5.5%
CN1C(=O)NC(c2ccc(C(F)(F)F)cc2)C2=C1CC(C)(C)CC2=O (stereo not given) | 1.0% | -4.1% | 0.3% | 4.6% | -7.5% | -1.6% | -9.5 | 1.8% | 33.8%
COc1ccc(CN2C(=O)C(C)=C(C)C2OC)cc1 (stereo not given) | -3.6% | -4.0% | 7.4% | 32.0% | 5.9% | -17.6% | 0.8 | 0.2% | -15.7%
COc1ccc(C(=O)Nc2cnn(Cc3ccc(Cl)cc3)c2)cc1OC | 0.6% | -6.1% | 5.2% | 1.8% | -6.7% | -1.7% | -5.4 | -13.0% | 30.3%
O=C(O)c1cc(O)ccc1-c1ccc(O)cc1 | 8.2% | -4.0% | 7.0% | 3.8% | 2.4% | -1.3% | -0.8 | -6.9% | -11.0%
COC(=O)c1ccccc1S(=O)(=O)N(Cc1cc2ccc(OC)cc2[nH]c1=O)CC1CCCO1 (stereo not given) | 6.1% | -3.2% | 1.4% | 5.8% | -4.2% | -1.4% | 0.5 | -4.2% | -42.5%
COCCN1CC(=O)N2C(c3cccc(OC)c3)c3[nH]c4ccccc4c3C[C@H]2C1=O (stereo not given in full) | -14.1% | -4.3% | -5.5% | 9.1%[57.1 µM] | 10.1%[57.1 µM] | -16.4% | -6.5 | -1.3% | -6.7%
CCCCCCCN=CC1=C(O)CC(c2ccccc2)CC1=O (stereo not given) | 6.4% | -1.9% | 2.8% | 4.6% | -1.7% | -11.9% | -1.0 | -4.1% | -7.6%
COCCn1c(C)cc(C(=O)COC(=O)c2[nH]c(C)c(C(C)=O)c2C)c1C | 6.6% | -1.1% | -2.0% | -17.4% | -15.5% | -7.1% | -0.1 | 0.8% | -16.5%
Cc1cc(C)n(C(=O)c2ccc(Cn3nc(C)c(Br)c3C)o2)n1 | 14.1% | -1.0% | -7.4% | -1.9% | -2.9% | -19.3% | 0.0 | 0.3% | -5.8%
Cc1c(C2(c3cc(C(C)C)c(O)c(Br)c3C)OS(=O)(=O)c3ccccc32)cc(C(C)C)c(O)c1Br | · | -3.5% | · | -35.2% | -12.9% | · | -2.9 | 5.8% | ·
CCC(Cc1ccccc1)NC(=O)C1CCN(S(=O)(=O)c2ccc3c(c2)CC(C)N3C(C)=O)CC1 (stereo not given) | 6.7% | -2.8% | -7.8% | 26.4% | 2.6% | -22.0% | -3.9 | 3.8% | -5.1%
COC(=O)[C@]1(C)CCC[C@@]2(C)C3CC[C@@]4(C)C[C@]3(CCC21)CC(=O)N4C (stereo not given in full) | 7.7% | -3.5% | 1.7% | -0.4% | -6.5% | -15.0% | -1.7 | 8.3% | 6.5%
Nc1ccc2nc(SCC(=O)Nc3ccc(N4CCOCC4)c(Cl)c3)sc2c1 | 13.8% | -0.4% | -9.1% | 19.6%[57.1 µM] | -17.5%[57.1 µM] | -12.5% | 2.1 | 2.3% | -9.6%
O=C(CNC(=S)N(Cc1ccccc1F)C1CCCCC1)NCCCN1CCOCC1 | 4.7% | -7.3% | 2.0% | 21.3%[57.1 µM] | 5.8%[57.1 µM] | -12.9% | -0.5 | 3.3% | -12.2%
CC(NC(=O)C(C)N1CCN(Cc2ccccc2)CC1)c1ccc(F)cc1 (stereo not given) | -1.0% | -4.2% | 6.5% | 6.2% | 3.2% | 4.7% | -0.6 | -1.7% | -16.8%
Cc1cccc(CCNS(=O)(=O)c2ccc(S(=O)(=O)N3CCC(C)CC3)cc2)c1 | 5.2% | 4.5% | -20.3% | 21.9% | 3.2% | -4.9% | -8.3 | 1.3% | 23.4%
CCCCn1c(N)c(N(Cc2ccccc2OC)C(=O)CSCC(=O)Nc2cccc(C)c2)c(=O)[nH]c1=O | 2.1% | -4.9% | -11.0% | -8.8% | 8.3% | -4.2% | 4.0 | -0.6% | ?

# Next part.
Molecule | IDH1 R132H inh | GRP78 ERSR act | Vif-A3F inh | rTrxR1 inhibitor | TrxR1 substrate | USP1-UAF1 inh | LDHA block | Vif-A3G inh | RGS4 inh
CN(C)S(=O)(=O)Oc1cccc(C(=O)Nc2ccccc2Cl)c1 | 4.2% | 1.3% | 1.8% | -7.0% | -4.0% | -6.2% | 2.5 | -0.6% | 17.9%
COc1cc2c3c(c1)/C(=C1/SC(=S)NC1=O)C(=O)N3C(C)(C)C=C2C | 8.3% | -4.6% | -2.4% | 1.4%[57.1 µM] | -13.2% | -10.8% | -8.0 | -0.5% | 6.2%
Cc1ccc(NC(=O)c2nc(S(C)(=O)=O)ncc2N(Cc2ccco2)Cc2ccco2)cc1C | -7.4% | -2.2% | 3.1% | -4.0% | -1.0% | -17.9% | -11.1 | -1.8% | 0.8%
CO/N=C/CC(=O)c1ccc(-c2ccccc2)cc1 | 8.1% | 4.8% | -1.2% | 10.0% | -0.2% | -18.1% | -7.5 | -6.4% | 3.6%
CCOc1cccc(OCCCCN2CCCCC2)c1 | -5.6% | -1.9% | 2.6% | 14.2% | 0.5% | -7.5% | ? | 1.8% | -3.7%
COc1ccccc1N=Nc1c(C)[nH]n(-c2ccccc2)c1=O | 4.2% | -1.1% | 1.1% | -16.0% | -18.5% | -1.1% | -8.5 | 0.2% | -5.6%
O=C(CSCc1ccc(Br)cc1)Nc1ccc(S(=O)(=O)N2CCOCC2)cc1 | 9.1% | -5.3% | -1.0% | 20.4% | -7.2% | -15.8% | 1.5 | -12.6% | -41.9%
COc1ccc(CNc2nc3ccccc3n2CCN2CCOCC2)cc1 | -2.3% | -2.2% | 5.6% | -3.5% | -9.0% | -8.3% | 2.2 | 4.5% | 7.8%[11.4 µM]
CCOC(=O)c1c(-c2ccccc2)csc1NC(=O)c1ccc(N2C(=O)CCC2=O)cc1 | -0.5% | -3.2% | -7.7% | 64.9%[activator] | 39.6%[activator] | -16.2% | -8.8 | -0.8% | -14.8%
CCCN(C(=O)/C=C/c1nc2ccccc2s1)C1CCS(=O)(=O)C1 (stereo not given) | 9.5% | -4.2% | -8.2% | -11.4% | 13.8% | -15.1% | 2.8 | 1.6% | -38.8%
CCCCNC(=O)CSc1nc2ccccc2c(=O)n1C1CCCC1 | 5.8% | -5.5% | 2.2% | -6.4% | -4.4% | -8.7% | -2.8 | 0.8% | 11.5%
CC(=O)c1ccc2c(c1)C1C=CCC1C(c1cc3c(cc1Br)OCO3)N2 (stereo not given) | 2.9% | -0.2% | -11.6% | -14.3% | -8.4% | -17.6% | 2.4 | ? | 0.3%
CS(=O)(=O)N1CCN(C(=S)NCc2ccc(F)cc2)CC1 | 8.2% | -0.3% | 1.0% | -7.0% | -6.1% | -7.7% | -3.3 | -3.1% | -21.0%
COC(=O)c1cnc(NNC(=O)c2ccc([N+](=O)[O-])cc2)nc1C(F)(F)F | 7.3% | -3.1% | 14.4% | 4.0%[57.1 µM] | 4.4%[57.1 µM] | 5.5% | 2.3 | 0.9% | -116.2%
CC(C)c1ccc(OCC(=O)NCC(c2ccc(Cl)cc2)N2CCOCC2)cc1 (stereo not given) | 9.2% | -3.6% | 0.1% | -17.6% | -23.3% | -27.6% | -3.4 | 1.5% | 8.5%
COc1nc(-c2ccc(Cl)cc2)ccc1-c1noc(-c2ccco2)n1 | 4.8% | 0.2% | -1.3% | 7.6% | 0.9% | 0.3% | -36.9* | -1.8% | -5.3%
